Mtb BioA inh: blocks M. tuberculosis BioA enzyme activity; 360,000 compounds, 0.096% hits; inhibition, % at 9.99 µM; AID 602481; purified M. tuberculosis BioA enzyme, plate reader; in the data active = inhibition above about 40%
* = called active by the depositor.

CCCC#Cc1ccc([C@@H]2[C@@H](C#N)N(C(=O)C3CCOCC3)[C@H]2CO)cc1 was read as Mtb BioA inh -6.2.
`CC=Cc1ccc2n(c1=O)C[C@@H]1[C@@H](CO)[C@H](C(=O)NC3Cc4ccccc4C3)N(CC)[C@H]21` (mixture of isomers) gave Mtb BioA inh 2.6.
For CO[C@@H]1CN(C)C(=O)c2ccc(NC(C)=O)cc2OC[C@@H](C)N(Cc2cc(F)ccc2F)C[C@H]1C the results were Mtb BioA inh 0.7.
CC(C)NC(=O)N1CCCCN2[C@H](C1)[C@@H](c1ccc(C#C[C@H](C)O)cc1)[C@@H]2CO was read as Mtb BioA inh -0.4.
For Cc1cc(C(=O)Nc2cccc3c2O[C@@H](CN(C)Cc2ccc(C(F)(F)F)cc2)[C@@H](C)CN([C@@H](C)CO)C3=O)n(C)n1 the results were Mtb BioA inh -0.6.
For COc1cccc(CNC(=O)C[C@H]2C=C[C@@H](NC(=O)C3CC3)[C@@H](CO)O2)c1 the results were Mtb BioA inh -2.7.
CS(=O)(=O)N1C[C@H](O)COC[C@H]2O[C@@H](CC(=O)NC3Cc4ccccc4C3)CC[C@@H]21 was read as Mtb BioA inh -1.5.
For COc1ccc(S(=O)(=O)N(C)C[C@@H]2Oc3ccc(NC(=O)NC4CCCCC4)cc3C(=O)N([C@H](C)CO)C[C@@H]2C)cc1 the results were Mtb BioA inh -0.5.
For C[C@@H]1CCCCO[C@@H](CN(C)Cc2ccc(C(F)(F)F)cc2)[C@@H](C)CN([C@H](C)CO)C(=O)c2cc(NS(=O)(=O)c3cn(C)cn3)ccc2O1 the results were Mtb BioA inh 2.1.
Screening COc1ccc(NC(=O)N(C)C[C@@H]2OCCCC[C@@H](C)Oc3ccc(N(C)C)cc3C(=O)N([C@@H](C)CO)C[C@@H]2C)cc1 returned Mtb BioA inh -0.3.
`C[C@@H]1CN([C@@H](C)CO)S(=O)(=O)c2ccc(-c3ccc(C(=O)N(C)C)cc3)cc2O[C@@H]1CN(C)C(=O)C1CCCCC1` gave Mtb BioA inh 2.7.
For CN1C(=O)c2cc(NC(=O)c3ccccc3)ccc2OC[C@H]2O[C@@H](CC(=O)O)CC[C@H]21 the results were Mtb BioA inh 2.5.
`CC(C)C#Cc1ccc2c(c1)O[C@@H](CN(C)S(=O)(=O)c1cn(C)cn1)[C@@H](C)CN([C@@H](C)CO)S2(=O)=O` gave Mtb BioA inh 2.1.
Screening COCC#Cc1cnc2c(c1)C(=O)N([C@H](C)CO)C[C@H](C)[C@H](CN(C)C(=O)Nc1ccc(OC)cc1)O2 returned Mtb BioA inh -3.2.
Screening C[C@H]1CN([C@@H](C)CO)C(=O)c2cccc(NS(=O)(=O)c3cccs3)c2O[C@@H]1CN(C)Cc1ccccc1 returned Mtb BioA inh -1.7.
O=C(C[C@@H]1CC[C@H](NC(=O)c2ccccn2)[C@H](CO)O1)NCc1cccc(F)c1 was read as Mtb BioA inh -1.1.
`CCNC(=O)[C@@H]1[C@@H](CO)[C@@H]2Cn3c(ccc(-c4ccc(OC)cc4)c3=O)[C@@H]2N1Cc1nccs1` gave Mtb BioA inh 0.9.
`C[C@@H]1CN([C@H](C)CO)S(=O)(=O)c2ccc(C#Cc3cccc(F)c3)cc2O[C@H]1CN(C)C` gave Mtb BioA inh 3.1.
`CNC(=O)C[C@@H]1CC[C@@H]2[C@@H](COc3ccc(NC(=O)c4ccccc4OC)cc3C(=O)N2C)O1` gave Mtb BioA inh 2.8.
Cc1noc(C)c1NC(=O)N[C@@H]1CC[C@H](CCNC(=O)C2CCCCC2)O[C@H]1CO was read as Mtb BioA inh -1.4.

Structures above with fluorine (5):
For CO[C@@H]1CN(C)C(=O)c2ccc(NC(C)=O)cc2OC[C@@H](C)N(Cc2cc(F)ccc2F)C[C@H]1C the results were Mtb BioA inh 0.7.
For Cc1cc(C(=O)Nc2cccc3c2O[C@@H](CN(C)Cc2ccc(C(F)(F)F)cc2)[C@@H](C)CN([C@@H](C)CO)C3=O)n(C)n1 the results were Mtb BioA inh -0.6.
For C[C@@H]1CCCCO[C@@H](CN(C)Cc2ccc(C(F)(F)F)cc2)[C@@H](C)CN([C@H](C)CO)C(=O)c2cc(NS(=O)(=O)c3cn(C)cn3)ccc2O1 the results were Mtb BioA inh 2.1.
O=C(C[C@@H]1CC[C@H](NC(=O)c2ccccn2)[C@H](CO)O1)NCc1cccc(F)c1 was read as Mtb BioA inh -1.1.
`C[C@@H]1CN([C@H](C)CO)S(=O)(=O)c2ccc(C#Cc3cccc(F)c3)cc2O[C@H]1CN(C)C` gave Mtb BioA inh 3.1.

Remaining list, next part:
C[C@@H]1CN([C@@H](C)CO)C(=O)c2cc(-c3cccnc3)cnc2O[C@@H]1CN(C)C(=O)c1ccccc1F was read as Mtb BioA inh 3.1.
Screening COCC(=O)Nc1ccc2c(c1)C(=O)N(C)C[C@@H](OC)[C@H](C)CN(Cc1ccccc1F)[C@H](C)CO2 returned Mtb BioA inh -2.1.
For C[C@@H]1CN([C@@H](C)CO)C(=O)Cc2cc(NC(=O)Nc3ccc(F)cc3)ccc2O[C@@H]1CN(C)Cc1ccc(-c2ccccc2)cc1 the results were Mtb BioA inh -2.6.
For CCCNC(=O)N1C[C@@H]2[C@H](c3ccccc31)[C@@H](CO)N2C(=O)C1CCOCC1 the results were Mtb BioA inh 4.2.
COc1ccccc1C#Cc1cnc2c(c1)C(=O)N([C@H](C)CO)C[C@@H](C)[C@H](CN(C)C(=O)CN(C)C)O2 was read as Mtb BioA inh -0.3.
`Cc1ccc(-c2ccc3c(c2)O[C@H](CN(C)C(=O)C2CCC2)[C@@H](C)CN([C@@H](C)CO)S3(=O)=O)cc1` gave Mtb BioA inh 3.0.
For C[C@@H]1CN([C@@H](C)CO)S(=O)(=O)c2ccc(-c3cncnc3)cc2O[C@@H]1CN(C)C(=O)c1ccc2c(c1)OCO2 the results were Mtb BioA inh -0.1.
`C[C@H](CO)N1C[C@H](C)[C@H](CN(C)S(=O)(=O)c2ccccc2)Oc2ncc(-c3ccccc3)cc2C1=O` gave Mtb BioA inh 1.5.
CC(C)NC(=O)N(C)C[C@@H]1OCCCC[C@@H](C)Oc2ccc(NC(=O)CCCN(C)C)cc2C(=O)N([C@@H](C)CO)C[C@@H]1C was read as Mtb BioA inh -1.8.
`O=C(c1cccnc1)N1CC[C@@H]2[C@H]1c1cc(-c3cccc(F)c3)ccc1N[C@@H]2CO` gave Mtb BioA inh 3.9.
Screening COCC#Cc1ccc2c(c1)O[C@H](CN(C)CC1CC1)[C@H](C)CN([C@H](C)CO)S2(=O)=O returned Mtb BioA inh -5.7.
Cc1cc(C(=O)Nc2cccc3c2O[C@@H](CN(C)C(=O)Nc2ccccc2)[C@H](C)CN([C@@H](C)CO)C3=O)n(C)n1 was read as Mtb BioA inh -0.3.
For O=C(N[C@@H]1CC[C@H](CCNS(=O)(=O)c2ccc(Cl)cc2)O[C@H]1CO)c1cccc(F)c1 the results were Mtb BioA inh 22.
Screening O=C(N[C@@H]1CC[C@@H](CCNC(=O)C2CCCC2)O[C@@H]1CO)c1ccncc1 returned Mtb BioA inh -1.7.
`Cc1ccc(S(=O)(=O)N2C[C@@H](O)COC[C@@H]3O[C@@H](CC(=O)NCc4ccc5c(c4)OCO5)CC[C@H]32)cc1` gave Mtb BioA inh -1.3.
`C/C=C/c1cnc2c(c1)C(=O)N([C@@H](C)CO)C[C@@H](C)[C@@H](CN(C)S(=O)(=O)c1ccc(F)cc1)O2` gave Mtb BioA inh 1.7.
Screening COCC(=O)Nc1ccc2c(c1)OC[C@H](C)N(C(=O)c1ccccn1)C[C@@H](C)[C@@H](OC)CN(C)C2=O returned Mtb BioA inh -1.0.
COCC(=O)N1[C@@H](C#N)[C@@H](c2ccc(C#Cc3ccccc3F)cc2)[C@@H]1CO was read as Mtb BioA inh -0.4.
C[C@H]1CN([C@@H](C)CO)S(=O)(=O)c2ccc(C#Cc3ccncc3)cc2O[C@H]1CN(C)C(=O)C1CC1 was read as Mtb BioA inh -1.1.
O=C(C[C@H]1CC[C@@H]2[C@H](COC[C@@H](O)CN2CCc2ccccc2)O1)NCc1ccccc1 was read as Mtb BioA inh -0.1.

Next section (two carried over from the part before).
C[C@H]1CN([C@@H](C)CO)S(=O)(=O)c2ccc(C#Cc3ccncc3)cc2O[C@H]1CN(C)C(=O)C1CC1 was read as Mtb BioA inh -1.1.
O=C(C[C@H]1CC[C@@H]2[C@H](COC[C@@H](O)CN2CCc2ccccc2)O1)NCc1ccccc1 was read as Mtb BioA inh -0.1.
`C[C@H](CO)N1C[C@H](C)[C@@H](CN(C)C(=O)Nc2ccccc2)Oc2ncc(C3=CCCC3)cc2C1=O` gave Mtb BioA inh 1.1.
For C[C@@H]1CN([C@@H](C)CO)C(=O)c2ccccc2-c2ccccc2CO[C@@H]1CN(C)C(=O)Nc1ccccc1 the results were Mtb BioA inh 0.1.
For COc1ccc(S(=O)(=O)Nc2cccc3c2O[C@H](CN(C)S(=O)(=O)c2cccs2)[C@@H](C)CN([C@@H](C)CO)C3=O)cc1 the results were Mtb BioA inh -0.7.
For Cc1noc(C)c1NC(=O)N(C)C[C@@H]1Oc2c(NC(=O)c3ccc(-c4nccs4)cc3)cccc2C(=O)N([C@H](C)CO)C[C@H]1C the results were Mtb BioA inh -0.8.
`C[C@@H]1CCCCO[C@@H](CN(C)Cc2ccc(C(=O)O)cc2)[C@H](C)CN([C@@H](C)CO)C(=O)c2cc(NC(=O)c3ccccc3)ccc2O1` gave Mtb BioA inh -0.9.
Screening COc1cccc(S(=O)(=O)N2CC[C@@H]3[C@@H](CO)Nc4ccc(Br)cc4[C@@H]32)c1 returned Mtb BioA inh 18.
Screening CCC(=O)Nc1ccc2c(c1)C(=O)N(C)C[C@H](OC)[C@@H](C)CN(C(=O)c1cnccn1)[C@@H](C)CO2 returned Mtb BioA inh 1.6.
`COc1ccc(S(=O)(=O)Nc2ccc3c(c2)C(=O)N([C@H](C)CO)C[C@@H](C)[C@@H](CN(C)C(=O)Nc2c(C)noc2C)OCCCC[C@@H](C)O3)cc1` gave Mtb BioA inh 1.5.
`COc1ccc(CN(C)C[C@@H]2Oc3ccc(NC(=O)Nc4ccc(F)cc4)cc3CC(=O)N([C@H](C)CO)C[C@H]2C)cc1` gave Mtb BioA inh -4.2.
For COc1ccc(S(=O)(=O)N2C[C@H](O)COC[C@H]3O[C@H](CC(=O)NCCCN4CCOCC4)CC[C@@H]32)cc1 the results were Mtb BioA inh 1.6.
Screening C[C@@H]1CN([C@@H](C)CO)C(=O)Cc2cc(NC(=O)Nc3ccccc3)ccc2O[C@H]1CN(C)Cc1ccc2c(c1)OCO2 returned Mtb BioA inh 0.3.
For C[C@H](CO)N1C[C@H](C)[C@@H](CN(C)Cc2ccc3c(c2)OCCN3C)OCc2cn(nn2)CCCC1=O the results were Mtb BioA inh -2.5.
Screening CCCC#Cc1ccc([C@H]2[C@@H](CO)N3CCCCN(S(=O)(=O)c4ccccc4F)C[C@H]23)cc1 returned Mtb BioA inh -0.5.
Screening CO[C@@H]1CN(C)C(=O)c2cc(NC(C)=O)ccc2OC[C@H](C)N(S(C)(=O)=O)C[C@H]1C returned Mtb BioA inh -0.5.
For COc1cccc(S(=O)(=O)Nc2ccc3c(c2)C(=O)N(C)[C@@H]2CC[C@@H](CC(=O)O)O[C@H]2CO3)c1 the results were Mtb BioA inh -1.8.
C[C@H](CO)N1C[C@H](C)[C@@H](CN(C)Cc2ccc(Cl)c(Cl)c2)Oc2c(NC(=O)Nc3ccccc3)cccc2C1=O was read as Mtb BioA inh 0.4.
C[C@@H]1CN([C@@H](C)CO)C(=O)c2cc(NC(=O)Nc3cccc4ccccc34)ccc2O[C@@H](C)CCCCO[C@H]1CN(C)Cc1ccccc1 was read as Mtb BioA inh 1.8.
Screening C[C@H]1CCCCO[C@H](CN(C)Cc2ccc3c(c2)OCO3)[C@@H](C)CN([C@@H](C)CO)C(=O)c2cc(NC(=O)Nc3ccc(F)cc3)ccc2O1 returned Mtb BioA inh 1.6.
CO[C@H]1CN(C)C(=O)c2ccc(NS(=O)(=O)c3ccccc3)cc2OC[C@H](C)N(C)C[C@H]1C was read as Mtb BioA inh -1.2.
`CN(C)C(=O)c1cccc(-c2ccc([C@@H]3[C@@H](CO)N4CCCCN(CC5CCOCC5)C[C@H]34)cc2)c1` gave Mtb BioA inh 1.0.
`CC(C)NC(=O)Nc1ccc2c(c1)CC(=O)N([C@@H](C)CO)C[C@H](C)[C@@H](CN(C)C(=O)Nc1ccccc1)O2` gave Mtb BioA inh -2.6.
For C[C@H](CO)N1C[C@H](C)[C@H](CN(C)Cc2ccc(Cl)c(Cl)c2)Oc2ccc(NC(=O)NC3CCCCC3)cc2CC1=O the results were Mtb BioA inh -2.5.
Screening O=C(Cc1ccccc1)N[C@H]1C=C[C@H](CC(=O)N2CCOCC2)O[C@@H]1CO returned Mtb BioA inh 1.2.
For COc1ccc(C#Cc2cnc3c(c2)C(=O)N([C@H](C)CO)C[C@@H](C)[C@@H](CN(C)C(=O)CN(C)C)O3)cc1 the results were Mtb BioA inh 0.7.
Screening COc1ccc(-c2ccc3n(c2=O)C[C@@H]2[C@@H](CO)[C@H](C(=O)O)[C@H]3N2C(=O)c2ccccc2F)cc1 returned Mtb BioA inh 0.7.
For C[C@H]1CCCCO[C@@H](CN(C)Cc2ccc(C(F)(F)F)cc2)[C@@H](C)CN([C@@H](C)CO)C(=O)c2cc(NC(=O)c3ccncc3)ccc2O1 the results were Mtb BioA inh 2.2.
Screening COc1ccc(CN(C)C[C@@H]2Oc3c(NS(=O)(=O)c4c(C)noc4C)cccc3C(=O)N([C@@H](C)CO)C[C@@H]2C)cc1 returned Mtb BioA inh -2.2.
COc1ccccc1S(=O)(=O)N[C@H]1CC[C@H](CCNC(=O)C2CC2)O[C@H]1CO was read as Mtb BioA inh 1.4.
C[C@H]1CCCCO[C@H](CN(C)S(=O)(=O)c2cn(C)cn2)[C@@H](C)CN([C@@H](C)CO)C(=O)c2cc(NS(=O)(=O)c3ccc(F)cc3)ccc2O1 was read as Mtb BioA inh 0.9.
`COc1ccc(OC(=O)N(C)C[C@H]2OCc3cn(nn3)CCCC(=O)N([C@H](C)CO)C[C@H]2C)cc1` gave Mtb BioA inh -0.4.
For COCC(=O)N(C)C[C@@H]1Oc2cc(C#CCN(C)C)ccc2S(=O)(=O)N([C@@H](C)CO)C[C@H]1C the results were Mtb BioA inh 2.0.

A portion of the library (hit frequency here may not be typical).
